Source: PubChem
KRASV12 cytotoxicity – cytotoxicity in KRAS-transformed pancreatic duct cells, primary screen, cell-based, fluorescence, HTS (AID 431); HPDE-C7K KRASV12 cells, Alamar Blue viability, 48 h; higher % means a stronger effect; cytotoxicity, % at 10 µM; hits with a dose series show EC50 in µM; 63,000 tested, 1.7% active;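 active = compounds whose percent cytotoxicity in the single-dose primary screen, scaled between solvent and toxic-drug controls, exceeds 50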;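 note: 0% = DMSO solvent wells and 100% = doxorubicin-treated wells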
HPDE-C7 viability – HPDE-C7 pancreatic duct cell viability loss – fluorescence, HTS (AID 430) | HPDE-C7 pancreatic duct cells viability, fluorescence; higher % means a stronger effect | one-dose cytotoxicity, % at 10 µM; EC50 in µM for titrated hits | 63,000 tested, 1.8% active;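 note: cells exposed to compound for 48 hours before viability readout; 0% = vehicle and 100% = reference cytotoxic drug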
Spn MK inh – inhibitors of Streptococcus pneumoniae mevalonate kinase; purified MK, PK/LDH-coupled NADH absorbance 340 nm; inhibition, % at 10 µM; 65,000 tested, 0.48% active; AID 555;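 active = ranked among the strongest by inhibition in the single 10 µM screen, a fixed top-ranked set picked for dose follow-up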; note: no value below 0 was filed
TNAP inhibition – inhibition of tissue-nonspecific alkaline phosphatase – biochemical, luminescent (AID 518); purified TNAP enzyme, luminescent substrate readout; higher % means a stronger effect; 64,000 tested, 0.09% active; one-dose inhibition, % at 20 µM; IC50 in µM for titrated hits; in the data active = a potency from the dose series; inactive = the rest, 99 in 100 with inhibition below about 22%;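 note: plate controls were vehicle for no effect and reference inhibitor for full effect; many of its hits are not listed in these tables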
LYP inhibition – LYP phosphatase inhibitors, primary screen, biochemical, DiFMUP fluorescence, recombinant catalytic domain, 10 µM (AID 606); 52,000 tested, under 10 active; recombinant LYP catalytic domain, DiFMUP fluorescence; higher % means a stronger effect; inhibition, % at 10 µM; hits with a dose series show IC50 in µM;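 active = IC50 under 40 µM in the dose-response test; inactive = IC50 of 40 µM or more, or never dose-tested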
HT1080 viability – cytotoxicity in HT1080 fibrosarcoma cells, cell-based, fluorescence readout (AID 620); 87,000 tested, 0.42% active; one-dose cytotoxicity, % at 10 µM; EC50 in µM for titrated hits; HT1080 viability, fluorescence; higher % means a stronger effect;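 note: cells exposed to compound overnight then 4 h with Alamar Blue; 0% = vehicle DMSO and 100% = killing control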
PMK inhibit – inhibitors of Streptococcus pneumoniae phosphomevalonate kinase | purified PMK, PK/LDH-coupled NADH absorbance 340 nm | 65,000 tested, 0.49% active | inhibition, % at 10 µM | AID 539;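 active = top-ranked compounds by inhibition in the single 10 µM screen, taking a fixed number of the strongest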;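 note: 0% = full reaction with DMSO carrier and 100% = background rate without enzyme reaction; no value below 0 was filed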
DPM-DC inhibit – S. pneumoniae DPM-DC inhibition; calls only at 10 µM; purified DPM-DC, PK/LDH coupled NADH fluorescence; AID 556; 65,000 tested, 0.49% active;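 active = the 320 compounds with the highest percent inhibition in the single-dose primary screen, excluding strongly autofluorescent ones, cut at about 32% in these data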;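 note: kinetic rate of NADH fluorescence loss reporting ADP formed by the decarboxylase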
Bfl-1 inhibitors – displacement of Bid BH3 peptide from Bfl-1 – biochemical, fluorescence polarization, FITC-Bid, mouse, primary screen (AID 432) | FITC-Bid BH3 peptide fluorescence polarization displacement; higher % means a stronger effect | displacement, % at 20 µM; hits with a dose series show IC50 in µM | 64,000 tested, 0.02% active; in the data active = a potency from the dose series; inactive = the rest, 99 in 100 with displacement below about 15%; note: strong numbers were not always called active
PMK inhibit pilot replicates – also measured in PMK inhibit; calls as there; inhibition, %; measured here: pilot screen replicates
Spn MK inh pilot replicates – recorded beside Spn MK inh, whose call it bears; inhibition, %; measured here: pilot screen replicates
DPM-DC inhibit pilot screen % – also measured in DPM-DC inhibit; calls as there; inhibition, %; measured here: pilot screen trials
* marks the source's active call; other numbers are inactive results; i = inactive; x = not tested or not shown; + = active, no number. Cut-off read from the data, not from the text of the source, unless noted: active = cytotoxicity above about 50%; inactive = the rest.

SMILES	KRASV12 cytotoxicity	HPDE-C7 viability	Spn MK inh	TNAP inhibition	LYP inhibition	HT1080 viability	PMK inhibit	DPM-DC inhibit	Bfl-1 inhibitors	others
Cc1ccc(OCC(=O)N(Cc2ccc(N(C)C)cc2)C2CCS(=O)(=O)C2)cc1 (configuration not stated)	4%	22%	10	7%	x	-5%	12	i	-2%
Cc1ccc(C)c(-n2c(SCC(=O)Nc3nonc3C)nnc2-c2ccoc2C)c1	-19%	-7%	14	13%	x	-6%	16	i	-5%
COc1cc(NC(=O)Cn2c(-c3cncs3)nc3ccccc32)cc(OC)c1OC	4%	4%	13	2%	7%	6%	0	i	-8%
CCCNS(=O)(=O)c1ccc(CCC(=O)NCC2CCCO2)cc1 (configuration not stated)	5%	4%	10	11%	8%	-9%	9	i	-1%
CC1Cc2ccccc2N1C(=O)CCN1C(=O)C2C3C=CC(C3)C2C1=O (configuration not stated)	-9%	-14%	7	5%	13%	-2%	14	i	0%
O=C(CN1C(=O)CCC1=O)Nc1ccc(S(=O)(=O)N2CCOCC2)cc1	4%	0%	0	1%	12%	6%	12	i	-3%
CC(C(=O)O)N1C(=O)CSc2ncccc21 (configuration not stated)	9%	-4%	8	3%	11%	7%	8	i	-3%
COc1cc2c(C(=O)NCc3ccc4c(c3)OCO4)cn(CC(C)C)c(=O)c2cc1OC	1%	3%	x	8%	4%	5%	10	i	6%
CCOC(=O)N1CCN(Cc2nc(N)nc(Nc3ccc(Oc4ccccc4)cc3)n2)CC1	28%	27%	4	12%	-11%	1%	6	i	-8%
Cc1ccccc1NC(=O)CSc1nc2c(c(-c3ccco3)c1C#N)CCCC2	-44%	-21%	12	15%	15%	3%	11	i	-6%

Continued; the last 4 above are carried over.
SMILES	KRASV12 cytotoxicity	HPDE-C7 viability	Spn MK inh	TNAP inhibition	LYP inhibition	HT1080 viability	PMK inhibit	DPM-DC inhibit	Bfl-1 inhibitors	others
CC(C(=O)O)N1C(=O)CSc2ncccc21 (configuration not stated)	9%	-4%	8	3%	11%	7%	8	i	-3%
COc1cc2c(C(=O)NCc3ccc4c(c3)OCO4)cn(CC(C)C)c(=O)c2cc1OC	1%	3%	x	8%	4%	5%	10	i	6%
CCOC(=O)N1CCN(Cc2nc(N)nc(Nc3ccc(Oc4ccccc4)cc3)n2)CC1	28%	27%	4	12%	-11%	1%	6	i	-8%
Cc1ccccc1NC(=O)CSc1nc2c(c(-c3ccco3)c1C#N)CCCC2	-44%	-21%	12	15%	15%	3%	11	i	-6%
CCOC(=O)c1cnc(-n2nc(C)cc2C)nc1-n1nc(C)cc1C	-2%	-1%	10	10%	-20%	-7%	5	i	-3%
COC(=O)COc1ccc(S(=O)(=O)N2CCN(c3ccccc3F)CC2)cc1	10%	8%	0	7%	-8%	-1%	17	i	-1%
CSc1nc(N(CCO)CCO)c2sc3nc(-c4ccco4)c4c(c3c2n1)CCC4	5.9µM*	13µM*	12	6%	-3%	15%	0	x	0%
CC(C)n1c(Nc2ccccc2)nc2ccccc21	-2%	-6%	5	14%	10%	1%	0	i	-1%
O=C(NCCN1CCN(c2ccccc2)CC1)C1CCCN(S(=O)(=O)c2cnc[nH]2)C1 (configuration not stated)	-5%	-19%	0	3%	-1%	1%	1	i	-2%
Nc1ccccc1S(=O)(=O)c1ccccc1N	2%	-7%	11	10%	6%	7%	7	i	-5%
c1ccc(-c2nc3ccccc3nc2-c2ccccn2)nc1	14%	5%	5	11%	19%	3%	8	i	7%	PMK inhibit pilot replicates=4.0;Spn MK inh pilot replicates=3.0;DPM-DC inhibit pilot screen %=1.0
CCN1CCCC1CNC(=O)c1ccc2c(=O)n(CCOC)c(=O)[nH]c2c1 (configuration not stated)	3%	-10%	5	6%	x	-3%	3	i	-2%
Cc1noc(NS(=O)(=O)c2ccc(NC(=O)COc3ccccc3)cc2)c1C	9%	10%	0	7%	x	-1%	0	i	-8%
CCOC(=O)c1[nH]c(C)c(C(=O)Nc2ccccc2F)c1C	38%	44%	17	7%	2%	45%	15	i	-14%	PMK inhibit pilot replicates=1.0;Spn MK inh pilot replicates=5.0;DPM-DC inhibit pilot screen %=0.0
COc1cccc(-c2nnc3sc(C4CCCCC4)nn23)c1	-3%	-14%	8	16%	8%	x	0	i	1%	PMK inhibit pilot replicates=0.0;Spn MK inh pilot replicates=0.0;DPM-DC inhibit pilot screen %=3.5
Cc1cccc(-n2ncc3c(Nc4c(C)n(C)n(-c5ccccc5)c4=O)ncnc32)c1	-24%	-23%	6	2%	0%	-1%	14	i	-2%
O=c1[nH]c2ccccc2n1C1=CCCC1	-16%	12%	2	17%	x	8%	10	i	-3%
Cc1cc(C)n2nc(SCc3cc(=O)n4c(C)cccc4n3)nc2n1	6%	0%	0	4%	-5%	-3%	28*	i	-1%
CCN(CCCNC(=O)CN1C(=O)COc2ccccc21)c1ccccc1	-20%	-15%	3	-4%	x	-4%	23	i	-1%
CC(=O)Nc1cc2c(cc1NC(=O)Cn1nc(-c3ccccc3F)ccc1=O)OCCO2	5%	-1%	0	9%	-1%	-3%	21	i	-5%
CC(C)Cn1nc(NC(=O)C2CCCO2)c2cc3ccccc3nc21 (configuration not stated)	x	x	7	-8%	x	6%	2	i	-3%
CC1CC2(CC(C)(C(=O)CSc3n[nH]c(-c4ccccc4Cl)n3)OC2=O)C(=O)O1 (configuration not stated)	-11%	-6%	3	25%	2%	-3%	4	i	18%
O=C(NCc1ccco1)C(Cc1ccccc1)NS(=O)(=O)c1cccc2nsnc12 (configuration not stated)	-12%	-4%	5	5%	6%	2%	19	i	-7%
CCOC(=O)COc1ccc(S(=O)(=O)NCCC2=CCCCC2)cc1	53%*	50%*	5	3%	12%	-3%	4	i	2%
O=C(O)c1cnn2c1NC(c1cccs1)CC2C(F)(F)F (configuration not stated)	0%	1%	7	5%	-11%	-9%	2	i	1%
O=C(CCNS(=O)(=O)c1ccc2c(c1)CCC(=O)N2)NCc1ccc2c(c1)OCO2	x	x	1	9%	15%	-3%	14	i	-6%
O=C(C1CCN(S(=O)(=O)c2cccc3cccnc23)CC1)N1CCc2ccccc21	5%	-2%	8	4%	2%	6%	9	i	-6%
Cc1ccc(N(C(C)C(=O)N2CCC(C)CC2)S(C)(=O)=O)cc1C (configuration not stated)	-20%	-2%	6	-2%	8%	3%	7	i	-4%
Cc1cccc(Nc2ncnc3nc[nH]c23)c1	11%	0%	4	-11%	-1%	3%	0	i	0%
COc1ccc(-n2nnc3c(=O)n(CC(=O)N4CCCc5ccccc54)cnc32)cc1	0%	1%	2	12%	4%	2%	4	i	5%
CCOc1ccccc1NC(=O)CC1NCCNC1=O (configuration not stated)	7%	4%	8	16%	7%	26%	4	i	6%
O=C(Cn1cnc2ccccc2c1=O)N1CCN(Cc2ccccc2)CC1	11%	0%	10	8%	15%	5%	6	i	-2%
Cc1cc(OCC(=O)NCCO)cc(C)c1Cl	15%	5%	6	15%	-3%	-5%	26*	i	-2%	PMK inhibit pilot replicates=2.0*;Spn MK inh pilot replicates=0.5;DPM-DC inhibit pilot screen %=0.0
c1ccc2c(c1)nc1n2CCN1CCNC1CCCCC1	-4%	2%	6	2%	9%	2%	8	i	0%

The closing 2 records of the part above come first, to join the parts:
SMILES	KRASV12 cytotoxicity	HPDE-C7 viability	Spn MK inh	TNAP inhibition	LYP inhibition	HT1080 viability	PMK inhibit	DPM-DC inhibit	Bfl-1 inhibitors	others
Cc1cc(OCC(=O)NCCO)cc(C)c1Cl	15%	5%	6	15%	-3%	-5%	26*	i	-2%	PMK inhibit pilot replicates=2.0*;Spn MK inh pilot replicates=0.5;DPM-DC inhibit pilot screen %=0.0
c1ccc2c(c1)nc1n2CCN1CCNC1CCCCC1	-4%	2%	6	2%	9%	2%	8	i	0%
Cc1ccccc1NC(=O)c1ccc(S(=O)(=O)N(C)C)cc1	-3%	-5%	4	11%	1%	4%	7	i	5%
Cc1ccc(C2=CC(c3ccc(N(C)C)cc3)n3nnnc3N2)cc1 (configuration not stated)	0.21µM*	0.09µM*	7	-3%	4%	11%	7	i	-13%
Nc1nc(SCC(=O)c2ccc(Oc3ccccc3)cc2)n[nH]1	-23%	-15%	12	0%	-3%	12%	1	i	-2%
COC(=O)N1CC(c2ccccc2)CC1=O (configuration not stated)	-7%	-18%	3	14%	4%	3%	0	i	-12%	PMK inhibit pilot replicates=2.5;Spn MK inh pilot replicates=0.0;DPM-DC inhibit pilot screen %=1.5
CCN1CCc2c(C#N)c(NCc3ccccc3)nc(NCCO)c2C1	1%	1%	9	3%	-4%	0%	0	x	7%
Cc1ccc2nc(-c3cccc(S(=O)(=O)N(C)C)c3)cn2c1	7%	-4%	5	5%	5%	27%	0	i	-1%
O=c1cc(O)nc(SCc2ccccc2Cl)[nH]1	-1%	-8%	7	3%	-5%	-3%	6	i	-2%
COC(=O)C1=C(C)N(C)C(C)=C(C(=O)OC)C1c1ccncc1	-1%	-4%	7	5%	2%	-3%	8	i	-8%
Fc1ccccc1N1CCN(Cc2nc(-c3ccccc3)no2)CC1	-4%	-2%	5	11%	x	2%	0	i	-2%
S=C(N=Nc1ccccc1)NNc1ccccc1	50%*	59%*	8	14%	4%	5%	3	i	7%	PMK inhibit pilot replicates=1.0;Spn MK inh pilot replicates=0.0;DPM-DC inhibit pilot screen %=5.0
COc1ccc(N2CCC(CNC(=O)Nc3ccc(OC)cc3OC)C2)cc1 (configuration not stated)	4%	1%	0	2%	x	-12%	16	i	-4%
COc1ccc(-c2nnc(SCc3ccccc3F)o2)cc1OC	29%	17%	0	8%	1%	-6%	8	i	73%
O=C(c1cc(-c2cccs2)on1)N1CCN(c2ccc(F)cc2)CC1	14%	11%	7	8%	7%	-1%	9	i	-9%
CC(=O)NCc1cn2c(C)csc2n1	-15%	-5%	1	10%	-11%	-1%	0	i	-8%
COc1ccc(CNCC(=O)Nc2cc(C)nn2-c2nc(C)cc(C)n2)cc1OC	45%	53%*	11	14%	x	10%	6	i	0%	PMK inhibit pilot replicates=2.5;Spn MK inh pilot replicates=0.0;DPM-DC inhibit pilot screen %=1.5
Cc1ccccc1OCC(=O)NCCN1CCCC1	-10%	4%	7	3%	-17%	15%	16	i	-8%
CCN(CCNS(=O)(=O)c1ccc2[nH]c(=O)sc2c1)c1ccccc1	2%	-6%	13	12%	-4%	-6%	4	i	3%
Cc1cccc(OCC(O)Cn2c(-n3nc(C)cc3C)nc3c2c(=O)[nH]c(=O)n3C)c1 (configuration not stated)	-6%	-3%	13	6%	-2%	-5%	11	+	-6%
O=C(c1cc2c(=O)n3ccccc3nc2s1)N1CCOCC1	4%	-8%	0	14%	3%	-4%	19	x	-1%
O=C(Nc1cccnc1)c1c(O)c2cccc3c2n(c1=O)CC3	-33%	-23%	7	5%	4%	20%	8	i	4%
Cn1c[n+](C)cc1/C=N/O	-7%	-3%	9	12%	11%	-1%	0	i	-6%
CCC(C)(C)NC(=O)C(c1ccc(F)cc1)N(Cc1ccco1)C(=O)CCC(=O)Nc1ccccn1 (configuration not stated)	-24%	-36%	0	4%	x	-16%	7	i	24%
